RmlCD inh 1536: inhibitors of Mycobacterium tuberculosis RmlC and RmlD coupled enzymes. 0.03% of 160,000 active. AID 1533. RmlC+RmlD coupled enzyme assay, percent inhibition; primary screen in compound mixtures. inhibition, % at 3.6 µM; in the data active = inhibition mostly above about 34%, no sharp cut-off; inconclusive = no clear call, values can overlap the other calls; inactive = mostly below about 22%; also: some results filed as inactive read as strong as hits
Target sequence (P9WH09 whole entry, looked up): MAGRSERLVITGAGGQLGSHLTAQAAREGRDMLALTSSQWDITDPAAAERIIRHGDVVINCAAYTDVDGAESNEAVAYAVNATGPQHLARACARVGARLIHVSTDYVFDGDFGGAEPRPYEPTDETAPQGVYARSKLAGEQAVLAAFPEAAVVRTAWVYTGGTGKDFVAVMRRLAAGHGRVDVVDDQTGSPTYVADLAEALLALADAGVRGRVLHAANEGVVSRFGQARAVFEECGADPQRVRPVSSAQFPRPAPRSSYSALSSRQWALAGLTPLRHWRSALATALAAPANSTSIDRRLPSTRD
Target sequence (P9WH11 whole entry, looked up): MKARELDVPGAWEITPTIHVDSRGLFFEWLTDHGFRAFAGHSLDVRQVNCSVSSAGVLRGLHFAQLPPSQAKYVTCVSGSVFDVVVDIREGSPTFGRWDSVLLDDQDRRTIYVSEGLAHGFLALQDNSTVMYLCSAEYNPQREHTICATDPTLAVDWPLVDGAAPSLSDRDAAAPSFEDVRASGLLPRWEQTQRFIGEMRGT
GlmU inhibition: inhibition of mycobacterial GlmU enzyme – biochemical, glucosamine-1-phosphate acetyltransferase (AID 1376) | M. tuberculosis GlmU acetyltransferase enzyme assay; higher % means a stronger effect | inhibition, %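 (tested at 30 µM in the primary screen)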, or IC50 in µM where a hit was titrated | 0.25% of 220,000 active; in the data active = inhibition above about 13%; inconclusive = no clear call, values can overlap the other calls;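 also: 0% = complete reaction with vehicle and 100% = reaction without substrate; strong numbers were not always called active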
Active calls of the source: *; ? = inconclusive; nt = not tested or not shown. These rows are one share of the data, so the mix of outcomes need not match the whole.

Start of the listing, in advance, 5 compounds:
SMILES | RmlCD inh 1536 | GlmU inhibition
COc1cc(C2CC(=O)N(CC(=O)NCc3ccco3)c3ccccc3S2)cc(OC)c1OC (stereo not given) | ? | 3.5%
COc1cccc(-n2c(N)c(C(=O)Nc3c(C)n(C)n(-c4ccccc4)c3=O)c3nc4ccccc4nc32)c1 | nt | 3.3%
CC1CCc2nc(NC(=O)CN3CCN(Cc4ccc5c(c4)OCO5)CC3)sc2C1 (stereo not given) | nt | -3.5%
CCCCN(CC)C(=O)c1ccc(Cl)c(Cl)c1 | nt | -3.2%
O=Cc1c(N2CCSCC2)nc2ccccn2c1=O | -9 | -5.2%

This part in full, repeating the preview:
SMILES | RmlCD inh 1536 | GlmU inhibition
COc1cc(C2CC(=O)N(CC(=O)NCc3ccco3)c3ccccc3S2)cc(OC)c1OC (stereo not given) | ? | 3.5%
COc1cccc(-n2c(N)c(C(=O)Nc3c(C)n(C)n(-c4ccccc4)c3=O)c3nc4ccccc4nc32)c1 | nt | 3.3%
CC1CCc2nc(NC(=O)CN3CCN(Cc4ccc5c(c4)OCO5)CC3)sc2C1 (stereo not given) | nt | -3.5%
CCCCN(CC)C(=O)c1ccc(Cl)c(Cl)c1 | nt | -3.2%
O=Cc1c(N2CCSCC2)nc2ccccn2c1=O | -9 | -5.2%
Cn1c(=O)c(=O)n(C)c2cc(S(=O)(=O)N3CCN(c4cccc(C(F)(F)F)c4)CC3)ccc21 | -6 | nt
O=C(NCCO)c1cc2cc(Cl)cc(Cl)c2oc1=O | 2 | 1.6%
COC(=O)N1CC(=O)N(OC)C1c1ccc(Cl)cc1Cl (stereo not given) | 8 | 3.3%
CCC(C)OC(=O)C1=C(C)NC(=O)NC1c1ccc(F)cc1 (stereo not given) | -9 | 4.8%
Cc1ccc(NC(=O)CN(Cc2ccccc2)S(C)(=O)=O)cc1C | -6 | -3.1%
CC(NC(=O)CN(C1CCCCC1)S(C)(=O)=O)c1ccccc1 (stereo not given) | nt | 0.8%
CC(C)(C)C(=O)NC(=C(Cl)Cl)P(=O)(O)O | nt | 1.0%
Cc1ccc(-c2nnc(-c3ccc(NC(=O)c4ccco4)cc3)o2)cc1 | -11 | -1.5%
COc1cc2c(cc1OC)[C@@H]1Cc3cc4c(cc3[C@H](C2)N1C)OCO4 | nt | -0.3%
Clc1ccc(-n2ncc3c(NCCN4CCOCC4)ncnc32)cc1 | nt | -3.7%
COc1cc(CN=Cc2c(O)n(Cc3ccccc3)c(=S)[nH]c2=O)cc(OC)c1 | 2 | 2.7%
Cc1oc(C)c(C(=O)Nc2ccc(CC(=O)O)cc2)c1C(=O)Nc1ccc(CC(=O)O)cc1 | 9 | 4.8%
N/C(=N\OC(=O)CCc1ccccc1)c1cccnc1 | 2 | 2.8%
Cc1ccc(C(=O)C(OC(=O)COc2ccccc2C)c2ccccc2)cc1 (stereo not given) | nt | 0.3%
COc1ccc(C2CC(c3cccs3)=NN2C(=O)CSc2nncs2)cc1OC (stereo not given) | 0 | 8.8%
Cc1ccc2cc(CCNC(=O)C(=O)c3c(C)[nH]c4ccccc34)c(=O)[nH]c2c1 | -14 | -2.3%
CCOCCCNC(=S)NCCCNc1nc2c(C)cc(C)cc2cc1C#N | -13 | 2.6%
CC1=NN(C(=S)Nc2ccccc2)C(c2ccccc2)C1 (stereo not given) | 4 | -2.2%
CCCn1c2ccc(F)cc2c2nnc(NN)nc21 | -12 | -0.5%
CC1CCCC(C)N1C(=O)COC(=O)c1ccc[nH]c1=O (stereo not given) | nt | 11%
SMILES | RmlCD inh 1536 | GlmU inhibition
O=C(COC(=O)c1cc(=O)c2ccccc2o1)NCC1CCCCC1 | nt | -3.2%
O=C(O)Cc1cnc[nH]1 | nt | 1.6%
O=C1OCCC1Sc1nnc(-c2ccco2)n1-c1ccccc1 (stereo not given) | -4 | 2.4%
COc1ccc(C(c2sc3nc(C)nn3c2O)N2CCC3(CC2)OCCO3)cc1 (stereo not given) | -8 | 1.4%
CC(=O)c1ccc(NC(=S)Nc2ccc3cn[nH]c3c2)cc1 | 7 | 0.7%
O=C(NCCCO)/C(=C/c1ccc(-c2cccc([N+](=O)[O-])c2)o1)NC(=O)c1ccccc1 | 4 | 8.1%
S=C1NCN(Cc2ccccc2)CN1C1CCCCC1 | -11 | 7.4%
Cn1c(=S)c2[nH]c(SCCN3CCCC3)nc2n(C)c1=O | -4 | 3.2%
O=C(c1csc2c1CCCC2)N1CCN(c2ccc(F)cc2)CC1 | nt | 5.7%
CCCSc1nnc(NC(=O)Nc2ccccc2OC)s1 | -6 | 1.5%
COc1ccccc1CN1CCNC(=O)C1CC(=O)NCc1cn(C)nc1C (stereo not given) | -8 | 2.8%
CCN(C1CCCCC1)S(=O)(=O)c1ccc(S(=O)(=O)N2CCN(CCC#N)CC2)cc1 | 8 | 1.3%
O=S(=O)(c1cccc(-c2n[nH]c(=S)n2C2CCCC2)c1)N1CCOCC1 | 13 | 6.0%
CC(=O)NC(=S)Nc1ccc2oc(-c3cc(F)c(F)cc3Cl)nc2c1 | -1 | 1.3%
Cc1ccc(NC(=O)c2nc[nH]c2C(=O)N[C@@H](CCCCNC(=O)OC(C)(C)C)C(=O)OC(C)(C)C)cc1 | -10 | 2.7%
Cc1cc(C)c(S(=O)(=O)Nc2ccc(O)cc2)c(C)c1 | 5 | 2.9%
Cc1ccccc1C(=O)N1CCN(c2ccc([N+](=O)[O-])c(N3CCOCC3)c2)CC1 | -9 | 1.0%
O=C(CN(Cc1ccc(F)cc1)C(=O)c1ccco1)NCc1ccc(F)cc1 | 7 | 1.6%
CCOC(=O)N1CCN(C(=O)/C=C/c2ccc([N+](=O)[O-])cc2)CC1 | 10 | -3.4%
Cc1nc(-c2cn[nH]c2-c2ccc(O)cc2O)cs1 | -10 | -1.2%
Cc1csc(NC(=O)c2sc3nc(-c4cccs4)ccc3c2N)n1 | 10 | 0.7%
CC(NCc1cc(Br)ccc1OCC(=O)NCc1ccccc1)c1ccccc1 (stereo not given) | -13 | -2.5%
CCN(Cc1cnn(C)c1)Cc1nc(C2(c3ccc(C)cc3)CCCC2)no1 | -12 | 1.8%
CC(C)(C)c1cc(NC(=O)COc2ccc(Br)cc2)n(-c2ccccc2)n1 | nt | -3.9%
COc1cccc(C2C3=C(N=c4s/c(=C\c5ccccc5O)c(=O)n42)c2ccccc2CC3)c1OC (stereo not given) | -7 | 0.9%

Pulled by structure from above:
SMILES | RmlCD inh 1536 | GlmU inhibition
Cc1csc(NC(=O)c2sc3nc(-c4cccs4)ccc3c2N)n1 | 10 | 0.7%
O=C(O)Cc1cnc[nH]1 | nt | 1.6%
Cc1cc(C)c(S(=O)(=O)Nc2ccc(O)cc2)c(C)c1 | 5 | 2.9%
O=S(=O)(c1cccc(-c2n[nH]c(=S)n2C2CCCC2)c1)N1CCOCC1 | 13 | 6.0%
CCOC(=O)N1CCN(C(=O)/C=C/c2ccc([N+](=O)[O-])cc2)CC1 | 10 | -3.4%
CC(=O)c1ccc(NC(=S)Nc2ccc3cn[nH]c3c2)cc1 | 7 | 0.7%

The list continues.
SMILES | RmlCD inh 1536 | GlmU inhibition
CC(C)(O)C1Cc2cc(/C=C/C(=O)O)c(O)cc2O1 (stereo not given) | -8 | 3.5%
CN(C)CCNC(=O)/C=N/O | 3 | -0.7%
COc1ccc(/C=C/C(=O)c2ccc(OC)cc2OC)c(OC)c1 | 0 | 1.1%
COc1ccc(N2CCCn3c2nc2c3c(=O)n(Cc3ccc(C)cc3)c(=O)n2C)c(OC)c1 | nt | -8.9%
Cc1ccc(NC(=O)C(=S)NCc2ccco2)cc1 | 8 | 0.7%
COc1cccc(-n2c(SCC(=O)NC(C)(C)C)nnc2-c2ccoc2C)c1 | 6 | -5.4%
CCCCOc1cc(C)nc(NCc2ccccc2)n1 | -4 | -3.4%
C[C@H](NC(CCc1ccccc1)C(=O)O)C(=O)N1CCC[C@H]1C(=O)O (stereo not given in full) | nt | 8.1%
COC(=O)C1=C(C(=O)OC)[C@@H]2N(Cc3ccccc3)c3ccccc3[C@@]23C[C@@H](C(=O)OC)N(C(=O)CC(C)C)C3=N1 | nt | -2.6%
Cc1cccc(Cn2cnc3c(NS(C)(=O)=O)c(C)c(C)cc32)c1 | -10 | 1.0%
O=C(CSc1nnc(-c2ccccc2)c(-c2ccccc2)n1)NC1CCS(=O)(=O)C1 (stereo not given) | 9 | -0.2%
Nc1c(C(=O)Nc2ccc(Cl)c(Cl)c2)sc2nc(-c3cccnc3)ccc12 | 12 | -1.1%
Cc1ccsc1C(=O)Nc1cc(C(C)(C)C)nn1-c1ccccc1 | nt | 0.6%
CCCCCSc1nc(O)cc(=O)[nH]1 | nt | 0.0%
COCCN(C(=O)CCC(=O)Nc1nccs1)C(C(=O)NC(C)(C)C)c1ccc(Cl)cc1 (stereo not given) | -16 | 8.2%
COc1ccccc1N1CCN(C(=O)c2cn(-c3ccccc3)nc2-c2cccnc2)CC1 | 21 | -2.6%
O=C(OCc1ccccc1)N1CCOCCN(C(=O)OCc2ccccc2)CCOCC1 | 2 | 5.2%
O=C(Nc1cccnc1)C1OCCc2ccccc21 (stereo not given) | nt | 6.5%
COc1cc(CNc2nnnn2C)ccc1OCc1ccc(F)cc1Cl | 8 | 8.2%
COc1cccc2cc(C(=O)NCCc3c[nH]c4ccccc34)c(=O)oc12 | 1 | -1.9%
CCc1ccc(/C=N\NC(=O)c2ccc(Br)o2)s1 | nt | -0.7%
Cc1cc(C)cc(OCC(=O)OCC(=O)NCc2ccco2)c1 | 1 | 6.5%
COc1ccc(CN2CC(C(=O)NCc3ccccn3)CC2=O)cc1 (stereo not given) | nt | 3.5%
O=C(Nc1cccc(Cl)c1)c1c(O)c2c(n(Cc3ccccc3)c1=O)CCCC2 | nt | 1.3%
CCOC(=O)c1cc2[nH]c3ccccc3c2[n+](-c2ccc([N+](=O)[O-])cc2)c1N | -1 | -4.5%
SMILES | RmlCD inh 1536 | GlmU inhibition
O=C(Cn1cnc2ccccc2c1=O)c1ccc2ccccc2c1 | 16 | 3.4%
CC(C)c1nnc(SCC(=O)Nc2ccc3c(c2)OCO3)n1C | -10 | -4.1%
Cc1[nH]c(=O)[nH]c(=O)c1S(=O)(=O)NCCc1ccc(S(N)(=O)=O)cc1 | -5 | -0.2%
COc1ccc(C(C#N)N2N=C(c3ccccc3)CC2c2ccccc2)cc1OC (stereo not given) | -8 | 0.9%
CC(=O)NNC(=O)c1csc(Cc2c(Cl)sc3ccc(Cl)cc23)n1 | 3 | 0.2%
COC(=O)c1ccc2c(c1)N(C)C(=O)CS2 | -8 | -0.3%
CCCn1nnnc1NC(=O)c1ccc2ccccc2c1 | 10 | -8.9%
CSc1nnc(NC(=O)c2ccc(C)c(S(=O)(=O)N3CCOCC3)c2)s1 | -11 | -1.3%
O=C(CN1CCCCCCC1)Nc1cccc(Cl)c1Cl | -7 | -2.0%
COc1ccc(/C=C/C(=O)Nc2ccc(-n3nncc3-c3ccccc3)cc2)cc1OC | 14 | -6.7%
C/C(N)=C(/C#N)C(=O)COC(=O)C1CCC(C(C)(C)C)CC1 (stereo not given) | 8 | -4.5%
NC(=O)COC(=O)c1cccc(S(=O)(=O)N2CCCCC2)c1 | 63 | -5.7%
CCOC(=O)C(C)(C)N(Cc1cccc(C)c1)S(=O)(=O)c1ccc(Cl)c([N+](=O)[O-])c1 | 1 | 0.4%
COc1ccccc1CNC(=O)COC(=O)/C=C/c1cccs1 | 5 | 1.5%
Cc1oc(-c2cccs2)nc1CN1CCC(c2ccccc2)CC1 | nt | 0.1%
COc1cc(/C=N/N=C2/C(=O)Nc3ccccc32)cc(OC)c1O | 15 | -1.7%
O=C(Oc1cccc2c(=O)[nH]ccc12)c1ccccc1 | 14 | 9.7%
COc1ccc(N2C(=O)CSC2c2ccc3c(c2)OCO3)c(OC)c1 (stereo not given) | nt | 3.9%
CCC(C)N1C(=O)CCC1C(=O)N1CCN(c2ccccc2F)CC1 (stereo not given) | nt | -0.3%
COc1ccc(N=C/C=C2\C=C(c3ccccc3)OC(C)(C)O2)cc1 | nt | 0.4%
Cc1cc(C(=O)Nc2ccc(F)cc2C)n(-c2ccccc2)n1 | -5 | -1.1%
O=C(O)c1cccnc1SCc1cn2cc(Cl)ccc2n1 | 10 | 2.3%
CC1CC(C)CN(C(=O)c2ccncc2)C1 (stereo not given) | nt | 0.0%
O=C1NN(c2ccccc2)C(=O)/C1=C\c1coc2ccc(O)cc2c1=O | nt | 4.4%
O=C1CC(c2cc(Br)ccc2F)c2cc3c(cc2N1)CCC3 (stereo not given) | 0 | -0.2%

Arranged by number of heavy atoms (descending): part of the list above
SMILES | RmlCD inh 1536 | GlmU inhibition
COc1ccc(/C=C/C(=O)Nc2ccc(-n3nncc3-c3ccccc3)cc2)cc1OC | 14 | -6.7%
Cc1oc(-c2cccs2)nc1CN1CCC(c2ccccc2)CC1 | nt | 0.1%
O=C(CN1CCCCCCC1)Nc1cccc(Cl)c1Cl | -7 | -2.0%

(more compounds)
SMILES | RmlCD inh 1536 | GlmU inhibition
O=C(OCC1CC(c2ccccn2)=NO1)c1ccc(Br)cc1 (stereo not given) | 11 | -4.0%
N#C/C(=N\Nc1ccc([N+](=O)[O-])cc1)C(=N)N1CCOCC1 | -4 | 0.9%
CC(c1ccccc1C(O)(c1ccccc1)c1ccccc1)N(C)C (stereo not given) | nt | -0.8%
CCOc1ccc(-c2noc(COC)n2)cc1OC | 52 | -1.1%
CN(C)C1=NCC(CSC(=N)N)S1 (stereo not given) | 3 | 5.6%
Cc1ccc(S(=O)(=O)N(CC(=O)N2CCC(C(N)=O)CC2)Cc2ccc(F)cc2)cc1 | 17 | -4.6%
CCn1c(SCC(=O)Nc2ccc(C(C)=O)cc2)nc2ccccc21 | 1 | 3.8%
